# From PubChem
# SENP1 inh = inhibitors of human SENP1 SUMO protease catalytic domain; recombinant SENP1 catalytic domain, CyPet-SUMO1-YPet FRET cleavage; inhibition, % at 10 µM; 360,000 tested, 0.21% active; AID 624204;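 active means inhibition at least 30% at 10 µM, raw YFP signal under a set limit, fluorescence ratio 0.5 to 1.5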;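 further: 0% = enzyme with DMSO and 100% = no enzyme wells; some results filed as inactive read as strong as hits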
# Target sequence (Q9P0U3 419-644 limits assumed): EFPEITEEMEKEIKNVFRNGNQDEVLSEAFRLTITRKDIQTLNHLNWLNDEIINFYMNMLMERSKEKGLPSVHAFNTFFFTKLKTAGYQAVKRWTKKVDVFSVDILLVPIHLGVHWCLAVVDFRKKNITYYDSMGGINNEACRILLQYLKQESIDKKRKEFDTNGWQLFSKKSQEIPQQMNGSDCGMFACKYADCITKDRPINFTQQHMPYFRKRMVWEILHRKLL
#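 Test system: recombinant human SENP1 catalytic domain, His6-tagged / Medium: pH 8 Tris buffer with EDTA, NaCl, BME, BSA, NP40, catalase / Also added: SUMO1 FRET substrate flanked by Cypet and Ypet, 25 nM / Times: 50 min reaction at room temperature / Signal: FRET, CFP and YFP emission / Control set: no-enzyme low control and enzyme-plus-DMSO high control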
# MPTP block = blocks calcium-induced mitochondrial swelling; isolated mouse mitochondria, Ca2+ swelling absorbance, 30 min; inhibition, % at 10 µM; 360,000 tested, 1.4% active;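 active means inhibition of 50% or more, scaled per plate between neutral and stimulator controls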;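 further: 0% = DMSO wells given calcium and 100% = 1 mM EGTA wells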
# SENP8 block = blocks human SENP8 cleavage of Nedd8 substrate | recombinant SENP8, Nedd8 substrate fluorescence | AID 602440 | 360,000 tested, 0.64% active | inhibition, % at 20 µM; in the data active means inhibition mostly above about 40%, no sharp cut-off; inactive means mostly below about 27%
# Target sequence (Q96LD8 whole entry, looked up): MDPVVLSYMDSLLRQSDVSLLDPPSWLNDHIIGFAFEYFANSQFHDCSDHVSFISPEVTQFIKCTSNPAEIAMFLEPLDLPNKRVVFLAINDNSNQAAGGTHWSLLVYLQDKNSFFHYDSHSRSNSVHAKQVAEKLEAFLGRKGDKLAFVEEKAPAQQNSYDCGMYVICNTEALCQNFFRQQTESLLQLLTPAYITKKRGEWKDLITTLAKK
# Active calls of the source: *; i = inactive. Only part of the results is shown; the hit share may differ from the screen's.
SENP8 block	SENP1 inh	MPTP block	Molecule
6.4	-0.7	-0.6	O=C(Nc1ccncc1)c1cc(C2CCCCN2C(=O)CCc2ccccc2)on1 (stereo not given)
12.5	0.7	0.2	Cc1ccccc1-c1csc(C(O)c2ccccc2)n1 (stereo not given)
14.9	1.4	0.1	CCCCC[C@@H](C)N1C[C@H](COCc2ccccc2)Oc2cc(N3CCC[C@@H]3CO)ccc2S1(=O)=O
20.0	-1.5	-0.2	COc1ccccc1-c1ccc2c(c1)C(C)(Cc1cccc(C#N)c1)C(=O)N2 (stereo not given)
9.1	-1.7	-0.7	Cc1ccccc1S(=O)(=O)NC(=O)C1(C)CCN1C(=O)C1(c2ccccc2)CC1 (stereo not given)
16.9	-3.4	-1.9	O=C(CC[C@H]1O[C@@H](n2ccc(=O)[nH]c2=O)[C@H](O)[C@@H]1O)N[C@@H](Cc1ccccc1)C(=O)NCC1CCCO1 (stereo not given in full)
17.6	-2.0	0.9	CCOc1cc(OCC)cc(C(=O)N2CCC[C@H]2C(=O)N2CCC[C@H]2C(=O)NCc2ccccn2)c1
5.7	-0.6	0.7	C[C@H](NC(=O)[C@@H]1CCCN1C(=O)[C@@H]1CCCN1C(=O)c1cccs1)c1ccccc1
8.2	-5.4	-0.1	COc1ccc(CN2C(=O)CN(S(C)(=O)=O)CC2(C)C(=O)Nc2c(C)cccc2C)cc1 (stereo not given)
-1.2	-4.9	-1.0	CC(=O)Nc1ccc(CN2C(=O)C(C)(C)ON=C2c2ccc(C(F)(F)F)cc2)cc1
-51.9	-0.5	1.2	O=C(NCc1ccccc1)C1C(c2ccc3c(c2)OCO3)=Nc2ccccc2N1C(=O)c1cccc(C(F)(F)F)c1 (stereo not given)
24.4	-2.1	0.6	CN(C)CCN1CCN(C2CN(Cc3cn(Cc4ccccc4)nn3)S(=O)(=O)C2)CC1 (stereo not given)

# Two of these compounds in another layout.
# Every second line gives: SENP8 block, SENP1 inh, MPTP block
- Cc1ccccc1-c1csc(C(O)c2ccccc2)n1 (stereo not given)
→ 12.5, 0.7, 0.2
- CCCCC[C@@H](C)N1C[C@H](COCc2ccccc2)Oc2cc(N3CCC[C@@H]3CO)ccc2S1(=O)=O
→ 14.9, 1.4, 0.1

# The results go on.
SENP8 block	SENP1 inh	MPTP block	Molecule
16.9	1.8	0.7	OC(c1ccccc1)c1ncc(-c2ccccc2F)[nH]1 (stereo not given)
-16.8	-17.2	-0.8	CC(C)(C)OC(=O)Nc1ccccc1-n1nnnc1C(C(=O)c1ccc(F)cc1)N1CCN(c2ccccn2)CC1 (stereo not given)
-337.5	-27.0	0.0	NC(COCc1ccccc1)c1csc(Nc2ccc(C(=O)NCCO)cc2)n1 (stereo not given)
14.1	-1.8	-0.7	O=C(CC[C@H]1O[C@@H](n2ccc(=O)[nH]c2=O)[C@H](O)[C@@H]1O)N[C@H](Cc1ccccc1)C(=O)NC1CCCCC1
6.2	0.1	-0.7	CCOC(=O)[C@]12CCCC=C1N(Cc1ccco1)C(=O)[C@H](CC(=O)N1CCCCC1)C2
-53.7	-3.0	0.1	Cn1cc(-c2coc3c(C(=O)NCc4cccnc4)cccc23)cn1
8.2	3.1	-1.2	CC1OC(C(C)(C)C)CC2=C1C(=O)OC(C)(C)O2 (stereo not given)
16.6	1.9	0.0	CC(C)C[C@@H]1Cc2[nH][nH]c(=O)c2[C@H](c2ccc(Cl)cc2)O1
10.0	1.3	0.7	CCO/C(C)=N/Oc1cc(OC)cc(OC)c1
12.6	1.4	-0.5	CC(=O)NC(c1cccc(F)c1)c1nc(-c2ccc3ccccc3c2)cs1 (stereo not given)
1.4	0.4	0.4	OC(Cc1ccccc1)c1ncc(-c2ccc(Cl)cc2)[nH]1 (stereo not given)
12.9	-2.3	0.1	COc1ccc(OC)c(NC(=O)C2(C)CCN2C(=O)C2(c3ccc(Cl)cc3)CCC2)c1 (stereo not given)

# Going on with the list:
SENP8 block	SENP1 inh	MPTP block	Molecule
-3.3	-0.4	-1.6	O=C(NCc1ccccc1)C1C(=O)Nc2ccccc2C(=O)N1C1CCCC1 (stereo not given)
15.6	-0.4	-3.8	COC(=O)[C@]12CCCCC=C1N(CCC1=CCCCC1)C(=O)[C@H](CC(=O)NCCc1ccccc1OC)C2
15.6	3.5	0.8	N#CCc1ccc(OCCCN2CCC(C(O)(c3ccccc3)c3ccccc3)CC2)cc1
19.7	2.8	0.5	CCOC(=O)C1=CCN(S(=O)(=O)c2cccc(Cl)c2)C1c1ccccc1 (stereo not given)
9.0	1.2	1.2	Cc1ccc(-c2nc3ccccc3n2C(C(=O)NC(C)(C)C)C2CC2)cc1 (stereo not given)
-353.6	-0.8	-0.5	COc1ccc(Cn2cc(Cn3c4ccccc4c(=O)n3C(C)C)nn2)cc1
17.4	0.4	25.5	CCCCOCCCNC(=O)C[C@@H]1C[C@@]2(C(=O)OC)CC(C)(C)CC=C2N(Cc2ccccc2)C1=O
-36.7	-2.8	0.4	O=C(NCc1ccccc1)C1C(c2ccc3c(c2)OCO3)=Nc2ccccc2N1C(=O)c1ccccc1 (stereo not given)
-5.5	-2.4	-0.4	Cc1cccc(-c2cnc(C(O)c3cc(C)cc(C)c3)[nH]2)c1 (stereo not given)
0.3	-12.2	-0.4	Nc1[nH]c(C(=O)c2ccccc2)c(-c2ccc(Cl)cc2)c1C(=O)NCCc1c[nH]c2ccccc12
13.1	0.5	-0.5	COCCNC(=O)C1(C)CCCN(Cc2sc(C)nc2C)C1 (stereo not given)
4.3	0.2	5.8	Cc1cc(Cl)ccc1C(O)c1ncc(-c2ccccc2C(F)(F)F)[nH]1 (stereo not given)

# Following part.
SENP8 block	SENP1 inh	MPTP block	Molecule
-18.7	-8.3	2.1	CN(CCc1ccccc1)c1cc2c(c3c1ccn3C)C1CCC2O1 (stereo not given)
4.4	-3.1	1.6	COc1ccc([C@@H]2C[C@H]3[C@@H](CN2S(=O)(=O)c2ccccc2)C(=O)C[C@@H](c2cccc(Cl)c2)N3S(=O)(=O)c2ccc(C)cc2)cc1
25.2	2.2	-0.1	Cc1nc(NC(=O)C(C)(C)C)sc1C(=O)Cn1cc(CCCC#N)nn1
6.1	-60.4	-0.7	CCc1nc2ccc(C(=O)N3CCN(C)CC3)cn2c1N(CCC(C)C)CCN(C)C
-420.2	-17.5	1.5	O=C(NCc1ccccc1)C(c1ccc(-c2ccccc2)cc1)n1c(=O)c(-c2cc3ccccc3[nH]2)nc2ccccc21 (stereo not given)
5.7	-1.4	-1.2	O=C(CNC(=O)OCc1ccccc1)NCC(=O)NC(Cc1c[nH]c2ccccc12)C(=O)O (stereo not given)
-79.5	-9.7	-0.1	CCCc1nc2ccc(Cl)cn2c1Cc1ccccc1OC
-454.2	-24.2	1.7	O=c1c(-c2ccco2)nc2ccccc2n1C(CCc1ccccc1)c1nc2ccccc2[nH]1 (stereo not given)
17.8	2.2	-0.6	Cn1ccc2c(N3CCCC3)cc3c(c21)C1CCC3O1 (stereo not given)
-0.7	-3.9	1.0	CCc1nc2ccc(C(=O)Nc3cccc(OC)c3)cn2c1N(CC)CCOC
11.5	1.5	0.6	CCOC(=O)N1CCN(C(=O)C[C@@H]2C[C@@]3(C(=O)OCC)CCCC=C3N(Cc3ccc4c(c3)OCO4)C2=O)CC1
-323.8	8.9	1.7	CC(C)=CCn1c2ccc(NC(=O)Nc3ccc(N(C)C)cc3)cc2c(=O)n1C

# (list continues)
SENP8 block	SENP1 inh	MPTP block	Molecule
10.8	3.8	0.0	O=C(NCc1ccccc1)C1Cc2c(-c3cccc(F)c3)ccnc2O1 (stereo not given)
-49.4	1.2	-1.9	CCc1nc2ccc(C(=O)NCCCN3CCCC3=O)cn2c1N(CC)C(C)=O
16.3	1.8	-2.5	CCNC(=O)c1cc2c(c(-c3cccc(-c4ccccc4F)c3)n1)[C@@H](CCO)N(C(=O)CC1CC1)C2
12.8	0.8	-2.1	Cc1ccc(CN2C(=O)c3ccccc3C2c2nnnn2C(C)C)cc1 (stereo not given)
i	3.3	0.5	Clc1ccccc1-c1cccc2nccn12
-0.7	0.0	0.2	Cc1ccsc1C(=O)N1CCC1(C)C(=O)NCC(C)(C)C (stereo not given)
4.7	0.7	0.7	Cc1c(C(=O)N2CCCCCC2(C)C(=O)NCC(C)C)oc2ccccc12 (stereo not given)
11.2	-0.2	-0.7	CC(C)N(C(=O)c1ccc(Cc2cn(C)c3ccccc23)nc1)C(C)C
15.2	3.7	-0.2	COCCNc1ncnc2c1ncn2[C@H]1CN(Cc2ccc3c(c2)OCO3)C[C@@H](CO)O1
8.1	-4.8	1.1	O=C(C[C@@H]1C=C[C@H](NC(=O)Cc2ccccn2)[C@@H](CO)O1)NCCc1ccccc1
8.3	1.0	-1.0	COc1ccc(OC)c(S(=O)(=O)NC(=O)C2(C)CCN2C(=O)CC2CCCC2)c1 (stereo not given)
17.2	2.2	-0.3	Cc1ccc(-c2ccc(CN3C(C(C)C)C(=O)N(Cc4cn(CCC5OCCO5)nn4)CCS3(=O)=O)cc2)c(C)c1 (stereo not given)

# (next part)
SENP8 block	SENP1 inh	MPTP block	Molecule
-79.3	0.4	-0.8	COc1ccc(Cc2c(-c3ccccc3)nc3ccc(Cl)cn23)c(C)c1
8.9	-1.1	-0.9	CC1(c2nnnn2-c2ccc3c(c2)OCCO3)CCC(=O)N1CCCn1ccnc1 (stereo not given)
-33.4	-1.0	1.7	CC1NC(=O)c2ccccc2-n2c1nc1ccc(F)cc1c2=O (stereo not given)
12.8	-1.0	1.0	COCCNC(=O)C1CCCN(Cc2ccc(C(C)C)cc2)CC1 (stereo not given)
9.0	-0.7	-0.1	CCNC(=O)C1(C)CCCN1C(=O)c1ccc(C#N)cc1 (stereo not given)
11.5	2.8	0.6	COc1ccc(C(C)(NC(C)=O)c2nc(-c3cccc(F)c3)cs2)cc1 (stereo not given)
i	-5.0	0.2	COCCCNc1ccn2nc(-c3ccc(Cl)cc3)cc2n1
12.4	-0.3	-0.9	CN1CCN(c2ccc(CNC(=O)C3(C)Cc4c(-c5ccc(C(N)=O)cc5)ccnc4O3)cc2)CC1 (stereo not given)
12.1	2.0	-0.1	CCNC(=O)C1CCCN(C(=O)c2ccc(OC)cc2)CC1 (stereo not given)
7.7	1.0	0.1	CCNC(=O)C1(C)CCN(C(=O)c2ccc3c(c2)CCO3)C1 (stereo not given)
5.4	0.3	0.0	Cc1cnc(CNC(=O)c2ccc3sc([C@H]4C[C@H](O)[C@@H](CO)O4)nc3c2)cn1
3.7	-1.3	0.9	COc1ccc(NC(=O)c2cc(C3CCCCN3C(=O)CCc3ccccc3)on2)c(C)c1 (stereo not given)

# A second format for 4 compounds above.
canonical_smiles: Cc1ccsc1C(=O)N1CCC1(C)C(=O)NCC(C)(C)C (stereo not given)
  SENP8 block: -0.7	SENP1 inh: 0.0	MPTP block: 0.2
canonical_smiles: CC(=O)NC(c1cccc(F)c1)c1nc(-c2ccc3ccccc3c2)cs1 (stereo not given)
  SENP8 block: 12.6	SENP1 inh: 1.4	MPTP block: -0.5
canonical_smiles: CC(=O)Nc1ccc(CN2C(=O)C(C)(C)ON=C2c2ccc(C(F)(F)F)cc2)cc1
  SENP8 block: -1.2	SENP1 inh: -4.9	MPTP block: -1.0
canonical_smiles: O=C(Nc1ccncc1)c1cc(C2CCCCN2C(=O)CCc2ccccc2)on1 (stereo not given)
  SENP8 block: 6.4	SENP1 inh: -0.7	MPTP block: -0.6

# More records.
SENP8 block	SENP1 inh	MPTP block	Molecule
3.4	-0.8	3.9	Cc1cc(NC(=O)CS(=O)(=O)c2cn(Cc3cccc(Br)c3)c3ccccc23)no1
19.7	2.7	0.6	CCOC(=O)C1(C)CCCCN1C(=O)c1ccco1 (stereo not given)
i	-0.6	-0.7	Cn1c(=O)c2cc(NC(=S)NC3CC3)ccc2n1C/C=C/c1ccccc1
-324.1	-5.6	10.5	Cc1cccc(C)c1NC(=O)C(CCc1ccccc1)n1c(=O)c(-c2ccccc2)nc2ccccc21 (stereo not given)
11.9	-1.4	0.2	Cc1ccc(F)cc1C(=O)N1CCCCC1c1cc(C(=O)Nc2ccccc2)no1 (stereo not given)
11.9	-0.6	6.3	COc1ccc(CC(N)c2csc(NC(=O)Nc3ccccc3Cc3ccccc3)n2)cc1 (stereo not given)
6.0	-0.4	-1.1	C[C@@H]1COc2cc(N3CCSCC3)ccc2S(=O)(=O)N1
17.1	-0.2	-1.4	O=S1(=O)CC(N2CCN(CCO)CC2)CN1C1CCCC1 (stereo not given)
-266.0	2.8	-1.5	Cc1c(C)c2c(OCC(=O)NCC3CCC(C(=O)O)CC3)cc3c(c2oc1=O)CCC(C)(C)O3 (stereo not given)
-256.6	-3.7	2.1	COc1cc(-c2cc(NC=O)c3ncc(-c4ccc(F)cc4)n3c2)cc(OC)c1OC
-0.5	3.8	-0.9	COc1cc(CN2C(=O)C(CCc3ccccc3)ON=C2c2cnccn2)cc(OC)c1 (stereo not given)
20.2	2.2	-1.7	COC(=O)c1sccc1-n1cc2c(c1-c1ccccc1)c(=O)n(C)c(=O)n2C

# Further compounds.
SENP8 block	SENP1 inh	MPTP block	Molecule
-465.8	-0.6	0.8	COCCCNc1ccn2nc(-c3cc(OC)c(OC)c(OC)c3)cc2n1
9.2	0.7	2.3	O=C(NC(c1ccc(-c2ccccc2)cc1)c1cnccn1)C1CCN(Cc2ccc(Cl)c(Cl)c2)CC1 (stereo not given)
-5.0	-1.9	-0.9	CCc1nc2ccc(C(=O)N3CCN(C(=O)c4ccco4)CC3)cn2c1N(C=O)Cc1ccc(OC)cc1
12.3	2.6	-0.5	CC(C)(C)c1ccc(C(=O)N2[C@H](COCc3ccccc3)C=CS2(=O)=O)cc1
15.1	2.9	-0.9	O=C(NC1CCCCC1)C1c2ccccc2OCC(=O)N1CCc1ccccc1 (stereo not given)
